PfHsp40 rescue: restores yeast growth despite PfHsp40 toxicity; S. cerevisiae expressing PfHsp40, growth rescue, ATP luminescence; 0.68% of 340,000 active; growth rescue, % at 12.5 µM; in the data active means growth rescue above about 28%, passing the limit was not always enough; inconclusive means no clear call, values can overlap the other calls;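 further: yeast W303a lacking pdr1 and pdr3 grown in galactose medium; growth measured after three days at 30 °C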
GDH-TPI inh: counter-screen for M. tuberculosis FBA inhibitors: GDH-TPI coupled enzymes; GDH-TPI coupled enzyme counterscreen, NADH absorbance; inhibition, % at 4.8 µM; 1.2% of 360,000 active; AID 588335; in the data active means inhibition above about 30%;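 further: 0% = DMSO wells and 100% = wells lacking the enzyme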
Anthrax LF prot: inhibitors of Bacillus anthracis lethal factor protease; inhibition, % at 10 µM; multiplex microsphere protease cleavage assay, LF; P15917; 0.12% of 360,000 active; further: plate controls were buffer without enzyme for full effect and enzyme alone for no effect
Target sequence (P15917 whole entry, looked up): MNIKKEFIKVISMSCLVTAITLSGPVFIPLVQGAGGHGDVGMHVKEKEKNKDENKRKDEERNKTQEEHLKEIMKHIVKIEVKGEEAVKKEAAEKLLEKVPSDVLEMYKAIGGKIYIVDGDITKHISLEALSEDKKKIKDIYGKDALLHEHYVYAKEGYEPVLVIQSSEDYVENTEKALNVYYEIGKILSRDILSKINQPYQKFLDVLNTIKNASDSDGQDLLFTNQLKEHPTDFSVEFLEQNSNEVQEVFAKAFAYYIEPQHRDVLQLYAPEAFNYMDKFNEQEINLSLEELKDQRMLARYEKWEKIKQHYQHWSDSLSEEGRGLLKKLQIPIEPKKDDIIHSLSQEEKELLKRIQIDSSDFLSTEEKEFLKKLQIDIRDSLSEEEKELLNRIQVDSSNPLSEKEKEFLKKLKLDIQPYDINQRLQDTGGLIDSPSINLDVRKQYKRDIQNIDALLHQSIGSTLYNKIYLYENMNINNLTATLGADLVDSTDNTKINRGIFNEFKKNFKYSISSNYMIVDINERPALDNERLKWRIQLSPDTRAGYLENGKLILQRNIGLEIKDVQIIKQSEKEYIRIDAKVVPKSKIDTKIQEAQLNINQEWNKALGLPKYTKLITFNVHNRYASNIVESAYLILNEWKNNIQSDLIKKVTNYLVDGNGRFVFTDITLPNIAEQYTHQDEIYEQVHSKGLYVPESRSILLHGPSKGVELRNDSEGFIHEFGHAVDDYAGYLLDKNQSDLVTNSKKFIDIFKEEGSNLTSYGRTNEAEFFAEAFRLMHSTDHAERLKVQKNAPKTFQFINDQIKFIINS
BoNT A protease: inhibitors of Botulinum neurotoxin A light chain protease; AID 588499; 0.17% of 360,000 active; inhibition, % at 10 µM; multiplex microsphere protease substrate cleavage, flow cytometry; further: plate controls were buffer without enzyme for full effect and enzyme alone for no effect
BioA inh: blocks M. tuberculosis BioA enzyme activity. purified M. tuberculosis BioA enzyme, plate reader. inhibition, % at 9.99 µM. 0.096% of 360,000 active. AID 602481; in the data active means inhibition above about 40%; inconclusive means no clear call, values can overlap the other calls
Mtb FBA inh: inhibitors of M. tuberculosis fructose-bisphosphate aldolase. purified M. tuberculosis FBA, fluorescence read-out. inhibition, % at 1 µM. 2.3% of 360,000 active; in the data active means inhibition above about 27%;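 further: 0% = vehicle and 100% = reference inhibitor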
BoNT-F LC inh: BoNT F light chain protease inhibition | Multiplex microsphere protease cleavage assay, flow cytometry | inhibition, % at 10 µM | 0.22% of 360,000 active; in the data active means inhibition above about 35%, passing the limit was not always enough; inconclusive means no clear call, values can overlap the other calls; further: plate controls were buffer without enzyme for full effect and enzyme alone for no effect
FadD28 binding: blocks FadD28 binding to the bisubstrate probe; inhibition, % at 12.5 µM; fluorescence polarization; 0.22% of 360,000 active; AID 588549; in the data active means inhibition above about 8.5%, passing the limit was not always enough; inconclusive means no clear call, values can overlap the other calls
UGM FP inh: inhibitors of M. tuberculosis UDP-galactopyranose mutase; purified UGM, fluorescence polarization probe displacement; inhibition, % at 10 µM; 0.06% of 320,000 active; in the data active means inhibition above about 10%, passing the limit was not always enough; inconclusive means no clear call, values can overlap the other calls
The depositor's hits bear a star; ? = inconclusive; . = no result given. Unless noted, no stated cut-off is given here; in the data, active means inhibition above about 30%; inconclusive means no clear call, values can overlap the other calls; inactive means below that. This is a random part of the collection; overall some 4.7% were active at least once.

SMILES	PfHsp40 rescue	GDH-TPI inh	Anthrax LF prot	BoNT A protease	BioA inh	Mtb FBA inh	BoNT-F LC inh	FadD28 binding	UGM FP inh
O=C(c1ccco1)N1CCN(C(=O)C2CC(c3ccc(Cl)cc3)=NO2)CC1 (stereo unspecified)	-1.0	1.2	1.9	0.7	1.5	1.1	8.4	-4.5	-1.2
O=C(COC(=O)CNS(=O)(=O)c1cccc(Br)c1)Nc1ccccc1Sc1ccccc1	-0.3	-0.8	-1.5	-0.5	-3.1	1.2	-3.3	-1.3	3.7
Cc1ccc(NC(=O)c2cc(NC(=O)/C=C\C(=O)O)ccc2N2CCCCC2)cc1	-1.2	15.9	-0.9	-0.9	2.5	0.5	-2.0	-0.7	-0.8
OCCC1CN(Cc2cccc3nccnc23)CCN1Cc1ccc(F)cc1 (stereo unspecified)	1.3	0.7	-4.2	0.8	.	3.4	2.7	-2.1	-0.2
CCCn1cc(S(=O)(=O)c2ccc(C)cc2)c(=O)c2cc(OC)c(OC)cc21	0.8	12.1	-4.6	0.2	2.3	2.6	-3.5	-2.9	0.1
N/C(=N\OC(=O)c1ccc(Cl)cc1Cl)c1cccnc1	-0.1	2.8	-0.5	0.0	.	2.2	3.2	-0.3	-0.5
Cc1cc(C(=O)N2CCCC2(C)C(=O)NCC(C)C)nn1C(C)(C)C (stereo unspecified)	.	-7.3	-4.5	0.3	-0.2	-1.8	1.7	-2.6	.
Cc1c(OC(C)C(=O)NCCN2CCOCC2)ccc2c3c(c(=O)oc12)CCC3 (stereo unspecified)	-0.9	-0.9	-2.0	-0.5	38.8	24.8	0.7	-4.4	1.3
CCc1nc2nc(C)c(NS(=O)(=O)c3ccc(CC(C)C)cc3)c(=O)n2[nH]1	-1.1	17.7	-17.8	-4.1	-8.4	0.7	11.9	-1.7	1.5
CCSCc1nnc(SCC(=O)Nc2ccc(F)cc2)n1CC	0.7	-3.1	-4.1	-0.2	.	2.3	3.6	-0.5	-3.1
Cc1ccc(-c2nc3ccc([N+](=O)[O-])cc3[nH]2)cc1	111.5*	14.2	-2.9	0.0	.	-4.3	-2.5	-7.7	1.2
Cc1nc(Nc2cccc(C(C)O)c2)c2nnn(Cc3ccccc3F)c2n1 (stereo unspecified)	1.0	4.9	-4.2	-0.5	.	0.2	-3.7	-2.5	1.9
Cc1cc(Cl)ccc1OCCNC(=S)NC(=O)c1cccnc1	1.2	0.0	0.2	0.3	-1.0	1.6	14.0	-0.3	1.3
Cn1cc(/C=C(\NC(=O)c2ccccc2)C(=O)NCCN2CCOCC2)c2ccccc21	0.3	29.1	1.2	0.5	-1.4	-5.8	2.6	-2.0	1.5
CCOC1=C2CN(S(=O)(=O)c3ccc(C)cc3)[C@H](c3cccc4ccccc34)C[C@H]2[C@H]2C(=O)N(c3ccccc3)C(=O)[C@H]2C1	.	.	-1.0	0.4	1.1	-0.3	-6.1	-0.8	.
CC1CN(Cc2nc3c(c(=O)n(C)c(=O)n3C)n2CCCO)CC(C)O1 (stereo unspecified)	0.6	17.4	-0.6	-0.3	-4.6	-0.2	-5.2	-1.9	-1.9
O=C(NCc1ccccc1Cl)C1CCCN(c2ncnc3c2nc2n3CCCCC2)C1 (stereo unspecified)	-0.3	4.7	-1.7	0.4	6.4	2.6	2.3	-2.5	2.7
CC(C)N1C(=O)CC(Nc2cccc3cccc(N)c23)C1=O (stereo unspecified)	0.5	5.9	-5.1	0.7	.	-2.6	-12.8	3.6	.
CCC(=O)Nc1ccc(C(=O)COC(=O)CCN2C(=O)C3CC=CCC3C2=O)cc1 (stereo unspecified)	-0.9	-1.7	8.1	2.8	-0.5	1.9	8.4	-2.8	-3.4
COc1ccc(N2CCN(C(=O)CCNS(=O)(=O)c3ccc(Br)s3)CC2)cc1	-1.8	3.9	-4.0	-0.7	0.8	3.7	-5.5	-0.5	-1.1
COc1ccc(N2CCN(S(=O)(=O)c3ccc(OC)c(C(=O)N4CCOCC4)c3)CC2)cc1	1.1	-1.5	3.1	-1.4	-1.6	-2.6	-10.3	-0.8	0.3
COc1ccc(CN(C)C(=O)c2ccc(OCC(=O)N3CCOCC3)c(OC)c2)cc1	0.6	4.8	-5.4	-1.1	0.5	1.1	-8.9	-1.4	-1.5
CC1=NCCN1S(=O)(=O)c1ccc(Br)c(C)c1	1.5	-2.8	-10.8	0.7	.	1.5	-9.3	-2.3	-3.1
CCOc1ccc2nc(SCC(=O)NC3CCCc4ccccc43)sc2c1 (stereo unspecified)	-0.5	9.9	-2.6	0.2	.	1.9	1.4	-1.7	0.7
Cc1ccc(F)cc1NC(=O)Cc1ncc(C(F)(F)F)cc1Cl	0.4	14.4	-0.9	0.1	6.8	-2.7	2.9	-4.0	0.2
COc1cc(/C=C(\C#N)c2nc3ccccc3[nH]2)ccc1O	1.2	31.3*	-7.2	0.0	-4.3	-17.0	-5.3	2.2	-13.1
CN1Cc2c(c(C#N)c(N)n(C)c2=S)CC1(C)C	-1.4	3.3	-4.0	1.8	.	20.1	7.5	-2.2	9.3
Cc1ccc2cccc(OCCCOc3ccccc3F)c2n1	0.6	4.5	-4.8	-2.6	-1.0	4.1	?	-1.3	-2.5
O=C1CCC[C@@H]2Cc3[nH]c4c(Cl)ccc(Cl)c4c3[C@@H]3CCN1[C@H]23	0.8	-4.3	0.6	0.0	2.5	-0.9	8.4	-7.7	2.6
Cc1cc(=O)oc2cc(OCC(=O)OC(C)C(=O)NC3CCCC3)ccc12 (stereo unspecified)	-1.0	1.2	-5.8	0.1	0.1	15.4	-6.2	-0.1	4.2
CC(=O)c1cc(CC=C(C)C)c(O)cc1O	-0.7	22.4	-2.4	-0.3	0.9	2.0	?	0.6	0.9
CC1CCc2[nH]c3ccc(C(=O)N(C)CC(=O)Nc4ccc(F)cc4)cc3c2C1 (stereo unspecified)	1.1	-1.1	-2.3	0.8	0.2	-1.8	4.3	-4.7	0.0
COc1ccc(C)cc1NC(=O)COC(=O)c1ccccc1SCC(=O)N1CCCC1	0.2	0.7	0.4	-0.5	-1.4	3.0	4.9	-0.4	0.9
Cc1cc(NC(=O)CSc2ccc3nnc(CCNS(=O)(=O)c4ccccc4)n3n2)no1	-1.1	6.3	1.3	0.5	-1.4	3.3	2.5	-0.2	1.6
O=C1NCCCCC1NS(=O)(=O)c1ccc(F)c(F)c1 (stereo unspecified)	-1.5	-1.5	2.0	-0.3	-0.7	-3.3	-7.6	0.0	-2.0
CCN(C[C@H]1N[C@@](C)(C(=O)OC)[C@H]2C(=O)N(C)C(=O)[C@@H]12)S(=O)(=O)c1ccccc1	0.8	10.0	-2.8	-1.1	0.5	2.3	-3.1	-0.7	.
O=C(O)COc1ccc(/C=N/NC(=O)c2cccc3ccccc23)cc1	-0.2	16.4	-6.1	-2.4	0.2	-2.0	-2.9	0.0	-0.4
Cc1ccc(-c2cc(-c3ccco3)c3c(N)c(C(=O)NN)oc3n2)cc1	-1.3	16.0	-11.3	-0.1	.	2.9	-22.4	-0.1	2.9
Cc1noc(C)c1CSCC(=O)N(C)CC(=O)Nc1ccc(F)c(F)c1F	-0.1	-2.1	-0.7	-1.2	1.4	1.9	-12.6	-0.5	-0.2
CN(c1ccc([N+](=O)[O-])cc1C(=O)Nc1ccccc1)C1CCCCC1	-0.2	1.9	-4.2	3.2	-2.1	21.0	4.0	-3.2	3.4
COC(=O)c1cn(CC(=O)N2CCCCCC2)c2ccccc12	-1.1	7.0	3.1	0.5	-0.8	1.8	7.2	-1.3	-0.3
COC(=O)[C@@H]1C[C@@H](C(=O)O)[C@H](C)C1(C)C	0.1	1.8	-8.0	-0.2	1.0	0.7	-0.1	-1.6	1.4
Cc1ccc(S(=O)(=O)N/N=C/c2ccc(C#N)cc2)cc1	0.3	18.6	3.2	0.9	.	0.3	?	-1.2	1.5
NC(=O)CCC(=O)N1CCCC(C(=O)c2ccc(C(F)(F)F)cc2)C1 (stereo unspecified)	-0.7	0.0	-12.7	3.4	-1.1	-2.8	?	-1.6	4.4
CCc1ccc(S(=O)(=O)N2CCN(C(=O)C3CCN(C(C)=O)CC3)CC2)cc1	0.7	0.0	2.8	-0.8	-1.5	-1.2	-6.9	-3.5	-2.4
CC(=NO)C1(C)CC=CCC1CO (stereo unspecified)	.	4.4	-2.7	-0.5	0.4	3.9	2.4	-2.7	.
CCOC(=O)N1CCC(NC(=O)CSCc2nc(-c3ccc(OCC)cc3)oc2C)CC1	-0.2	-3.1	-3.1	1.2	.	9.8	0.0	-1.1	0.0
Cc1ccccc1CNC(=O)C1CCCN(c2cnccn2)C1 (stereo unspecified)	-1.5	11.1	1.2	-2.0	-0.8	-0.4	-7.4	-0.2	0.5
COc1ccc(/C=N\NC(=O)C2=NNC(=O)C2C)cc1 (stereo unspecified)	0.6	18.9	0.2	-0.5	-0.1	-2.4	-7.4	-2.3	-0.1
COc1cc(N=Cc2c(O)[nH]c3ccccc23)cc(OC)c1OC	0.5	-0.6	-3.7	-0.4	4.4	0.0	-2.6	-0.6	0.3
COc1ccc(-c2nnc3ccc(SCC(=O)N4CCOCC4)nn23)cc1	.	7.1	1.2	0.3	-0.3	-1.3	1.5	-2.0	7.1
Cc1c(C(=O)N2CCCCC2)c(S(=O)(=O)N(C)Cc2ccccc2)c(C)n1C	0.0	-11.8	1.5	1.8	-1.5	-6.5	-4.5	-4.2	-4.6
CN=CC1=C(O)c2ccccc2C1=O	-0.6	35.4*	2.3	0.4	-2.6	1.7	0.0	-1.7	1.1
CN(C)S(=O)(=O)Oc1ccsc1C(=O)Nc1ccc(Br)cc1	6.4	-5.0	-1.6	1.0	.	-1.8	2.1	-9.8	-2.8
Cc1nc2scc(C)n2c(=O)c1S(=O)(=O)Nc1ccc(N2CCN(C(=O)C(C)C)CC2)cc1	-1.9	13.7	-2.0	0.9	-0.3	-3.4	-1.6	-2.9	2.8

Ordered by heavy-atom count (rising): 10 of the compounds above
SMILES	PfHsp40 rescue	GDH-TPI inh	Anthrax LF prot	BoNT A protease	BioA inh	Mtb FBA inh	BoNT-F LC inh	FadD28 binding	UGM FP inh
CN=CC1=C(O)c2ccccc2C1=O	-0.6	35.4*	2.3	0.4	-2.6	1.7	0.0	-1.7	1.1
COc1ccc(/C=N\NC(=O)C2=NNC(=O)C2C)cc1 (stereo unspecified)	0.6	18.9	0.2	-0.5	-0.1	-2.4	-7.4	-2.3	-0.1
Cc1ccc(S(=O)(=O)N/N=C/c2ccc(C#N)cc2)cc1	0.3	18.6	3.2	0.9	.	0.3	?	-1.2	1.5
Cc1ccccc1CNC(=O)C1CCCN(c2cnccn2)C1 (stereo unspecified)	-1.5	11.1	1.2	-2.0	-0.8	-0.4	-7.4	-0.2	0.5
COc1cc(N=Cc2c(O)[nH]c3ccccc23)cc(OC)c1OC	0.5	-0.6	-3.7	-0.4	4.4	0.0	-2.6	-0.6	0.3
NC(=O)CCC(=O)N1CCCC(C(=O)c2ccc(C(F)(F)F)cc2)C1 (stereo unspecified)	-0.7	0.0	-12.7	3.4	-1.1	-2.8	?	-1.6	4.4
COc1ccc(-c2nnc3ccc(SCC(=O)N4CCOCC4)nn23)cc1	.	7.1	1.2	0.3	-0.3	-1.3	1.5	-2.0	7.1
Cc1c(C(=O)N2CCCCC2)c(S(=O)(=O)N(C)Cc2ccccc2)c(C)n1C	0.0	-11.8	1.5	1.8	-1.5	-6.5	-4.5	-4.2	-4.6
CCOC(=O)N1CCC(NC(=O)CSCc2nc(-c3ccc(OCC)cc3)oc2C)CC1	-0.2	-3.1	-3.1	1.2	.	9.8	0.0	-1.1	0.0
Cc1nc2scc(C)n2c(=O)c1S(=O)(=O)Nc1ccc(N2CCN(C(=O)C(C)C)CC2)cc1	-1.9	13.7	-2.0	0.9	-0.3	-3.4	-1.6	-2.9	2.8
